Mtb BioA inh: BioA (M. tuberculosis) enzyme inhibition | inhibition, % at 9.99 µM | 360,000 compounds, 0.096% hits | purified M. tuberculosis BioA enzyme, plate reader; in the data active means inhibition above about 40%
Starred values were filed as active, the others as inactive. Only part of the results is shown (hit frequency here may not be typical).

SMILES	Mtb BioA inh
C[C@@H]1CN([C@@H](C)CO)C(=O)c2cc(NS(=O)(=O)c3cccs3)ccc2O[C@@H]1CN(C)S(=O)(=O)c1cn(C)cn1	-1.0
CN1C(=O)c2cc(NC(=O)Nc3ccc(Cl)cc3)ccc2OC[C@@H]2O[C@H](CC(=O)NCCN3CCCCC3)CC[C@H]21	2.0
CCCN(C)C[C@H]1Oc2cc(-c3ccc(OC)cc3)ccc2S(=O)(=O)N([C@@H](C)CO)C[C@H]1C	1.3
O=C(C1CCCCC1)N1C[C@H]2[C@@H](c3ccccc31)[C@@H](CO)N2CC1CCOCC1	-3.1
COc1ccc(S(=O)(=O)Nc2ccc3c(c2)CC(=O)N([C@H](C)CO)C[C@@H](C)[C@@H](CN(C)Cc2ccc4c(c2)OCO4)O3)cc1	-3.3
Cc1ccc(S(=O)(=O)N(C)C[C@H]2OCCCC[C@H](C)Oc3ccc(NC(=O)C4CCCCC4)cc3C(=O)N([C@H](C)CO)C[C@H]2C)cc1	-1.0
C[C@@H]1CCCCO[C@H](CN(C)C(=O)CCC(F)(F)F)[C@H](C)CN([C@H](C)CO)C(=O)c2cc(NC(=O)CCC(F)(F)F)ccc2O1	-0.1
COc1ccc(S(=O)(=O)N[C@H]2CC[C@H](CC(=O)N3CCc4ccccc4C3)O[C@H]2CO)cc1	2.7
COc1ccc(S(=O)(=O)N(C)C[C@@H]2Oc3cc(-c4ccccc4OC)ccc3S(=O)(=O)N([C@@H](C)CO)C[C@H]2C)cc1	3.5
CN1c2ccc(-c3ccccc3)cc2[C@H]2[C@H](CCN2C(=O)NC2CCCC2)[C@@H]1CO	-0.6
COc1ccc(-c2ccc3n(c2=O)C[C@@H]2[C@@H](CO)[C@H](C(=O)N4CCOCC4)N[C@H]32)cc1	-1.0
CCS(=O)(=O)Nc1ccc2c(c1)C(=O)N(C)C[C@@H](OC)[C@H](C)CN(C(C)=O)[C@@H](C)CO2	-3.4
Cc1ccccc1S(=O)(=O)N1C[C@@H]2[C@H](c3ccccc31)[C@H](CO)N2C(=O)CC1CC1	-1.6
COc1ccc(COCC23N=C4SCCCN4[C@H](c4ccccc4O2)[C@H]3CO)cc1	0.8
COc1ccc(S(=O)(=O)Nc2ccc3c(c2)C(=O)N([C@@H](C)CO)C[C@H](C)[C@H](CN(C)S(=O)(=O)c2ccc(F)cc2)OCCCC[C@@H](C)O3)cc1	-1.7
CC(C)NC(=O)N(C)C[C@@H]1Oc2ccc(NC(=O)NC3CCCCC3)cc2CC(=O)N([C@H](C)CO)C[C@H]1C	-0.8
Cc1ccc(-c2cnc3c(c2)C(=O)N([C@@H](C)CO)C[C@H](C)[C@H](CN(C)C(=O)c2cccnc2)O3)cc1	1.5
C[C@@H]1CN([C@@H](C)CO)C(=O)c2cccc(NS(=O)(=O)c3ccc(F)cc3)c2O[C@H]1CN(C)S(=O)(=O)c1ccccc1	-1.0
O=C(C[C@H]1CC[C@H]2[C@@H](COC[C@H](O)CN2C(=O)Nc2ccc(F)cc2)O1)NCCc1ccncc1	1.9
CO[C@@H]1CN(C)C(=O)c2ccc(NC(=O)c3cnccn3)cc2OC[C@H](C)N(C(C)=O)C[C@H]1C	0.9
CCNC(=O)[C@H]1[C@H](CO)[C@H]2Cn3c(ccc(-c4ccncc4)c3=O)[C@@H]1N2CC1CC1	-0.6
CCC(=O)N1CC[C@@H]2[C@@H](CO)Nc3ccc(C#Cc4cccnc4)cc3[C@@H]21	3.0
COc1cccc(S(=O)(=O)N(C)C[C@@H]2Oc3ncc(C#CC(C)C)cc3C(=O)N([C@H](C)CO)C[C@@H]2C)c1	1.3
CCCNC(=O)C[C@H]1CC[C@H]2[C@@H](COC[C@@H](O)CN2C(=O)c2cccnc2)O1	0.0
C[C@H]1CN([C@@H](C)CO)C(=O)c2cc(-c3ccccc3)cnc2O[C@@H]1CN(C)Cc1ccccc1	1.8

Arranged by molar mass (lowest first): some entries from above.
SMILES	Mtb BioA inh
CCC(=O)N1CC[C@@H]2[C@@H](CO)Nc3ccc(C#Cc4cccnc4)cc3[C@@H]21	3.0
CCNC(=O)[C@H]1[C@H](CO)[C@H]2Cn3c(ccc(-c4ccncc4)c3=O)[C@@H]1N2CC1CC1	-0.6
COc1ccc(-c2ccc3n(c2=O)C[C@@H]2[C@@H](CO)[C@H](C(=O)N4CCOCC4)N[C@H]32)cc1	-1.0
Cc1ccccc1S(=O)(=O)N1C[C@@H]2[C@H](c3ccccc31)[C@H](CO)N2C(=O)CC1CC1	-1.6
CC(C)NC(=O)N(C)C[C@@H]1Oc2ccc(NC(=O)NC3CCCCC3)cc2CC(=O)N([C@H](C)CO)C[C@H]1C	-0.8
C[C@@H]1CN([C@@H](C)CO)C(=O)c2cccc(NS(=O)(=O)c3ccc(F)cc3)c2O[C@H]1CN(C)S(=O)(=O)c1ccccc1	-1.0
COc1ccc(S(=O)(=O)Nc2ccc3c(c2)CC(=O)N([C@H](C)CO)C[C@@H](C)[C@@H](CN(C)Cc2ccc4c(c2)OCO4)O3)cc1	-3.3

The results go on:
SMILES	Mtb BioA inh
COc1ccccc1S(=O)(=O)N[C@@H]1C=C[C@@H](CC(=O)N2CCN(C)CC2)O[C@@H]1CO	-0.3
C[C@@H]1CN([C@@H](C)CO)C(=O)c2cc(N(C)C)ccc2O[C@@H]1CN(C)C	-2.9
C[C@@H]1CN([C@@H](C)CO)C(=O)Cc2cc(NS(=O)(=O)c3ccc(F)cc3)ccc2O[C@@H]1CN(C)C(=O)NC1CCCCC1	-4.6
O=C(C[C@@H]1C[C@H]2c3cc(NC(=O)Nc4ccccc4)ccc3O[C@H]2[C@H](CO)O1)NCc1cccnc1	2.4
COc1ccc(S(=O)(=O)N(C)C[C@H]2OCCCC[C@@H](C)Oc3ccc(NC(=O)C4CCCCC4)cc3C(=O)N([C@H](C)CO)C[C@H]2C)cc1	-3.0
C[C@H]1CN([C@@H](C)CO)C(=O)c2cccc(NC(=O)C3CCOCC3)c2O[C@H]1CN(C)S(=O)(=O)c1cn(C)cn1	-2.4
COc1ccc(S(=O)(=O)N(C)C[C@@H]2Oc3ccc(NC(=O)CCN4CCOCC4)cc3C(=O)N([C@@H](C)CO)C[C@H]2C)cc1	-0.2
N#C[C@@H]1N[C@H](CO)[C@H]1c1ccc(C#CC2CCCC2)cc1	-0.3
O=C(Nc1ccc2c(c1)[C@@H]1C[C@@H](CC(=O)N3CCc4ccccc4C3)O[C@H](CO)[C@@H]1O2)C1CCC1	-2.2
C[C@H]1CCCCO[C@@H](CN(C)Cc2ccncc2)[C@@H](C)CN([C@@H](C)CO)C(=O)c2cc(NC(=O)NC3CCCCC3)ccc2O1	1.1
Cc1ccc(S(=O)(=O)N(C)C[C@H]2Oc3ccc(NS(=O)(=O)c4c(C)noc4C)cc3C(=O)N([C@@H](C)CO)C[C@H]2C)cc1	-1.5
O=C(C[C@@H]1C[C@H]2c3cc(NC(=O)CC4CC4)ccc3O[C@H]2[C@@H](CO)O1)NCc1ccc2c(c1)OCO2	-1.7
CC(C)C#Cc1ccc([C@@H]2[C@@H](C#N)N(C(=O)c3cccc(F)c3)[C@H]2CO)cc1	0.7
C[C@H](CO)N1C[C@H](C)[C@@H](CN(C)C(=O)Nc2ccc3c(c2)OCO3)Oc2ccc(NC(=O)Nc3cccc4ccccc34)cc2CC1=O	1.2
CC(C)NC(=O)N(C)C[C@@H]1Oc2ncc(-c3cccc(C#N)c3)cc2C(=O)N([C@@H](C)CO)C[C@H]1C	-0.2
CO[C@@H]1CN(C)C(=O)c2cc(NC(=O)NC3CCCCC3)ccc2OC[C@@H](C)N(C(C)=O)C[C@H]1C	1.3
CO[C@H]1CN(C)C(=O)c2cc(NC(=O)c3ccccc3F)ccc2OC[C@H](C)N(CC2CC2)C[C@@H]1C	4.2
CO[C@H]1CN(C)C(=O)c2cc(NC(=O)NC(C)C)ccc2OC[C@@H](C)N(Cc2cncnc2)C[C@H]1C	-2.8
O=C(NCC1CC1)[C@@H]1[C@@H](CO)[C@@H]2Cn3c(ccc(-c4ccc(F)cc4)c3=O)[C@H]1N2	5.0
Cc1noc(C)c1NC(=O)Nc1ccc2c(c1)C(=O)N([C@H](C)CO)C[C@H](C)[C@H](CN(C)Cc1ccc3c(c1)OCO3)O2	-2.3
C[C@@H]1CN([C@@H](C)CO)C(=O)c2cc(NC(=O)CCC(F)(F)F)ccc2O[C@H]1CN(C)C	-2.7
COc1ccc(NC(=O)N(C)C[C@@H]2Oc3ccc(NC(=O)Cn4cnnn4)cc3CC(=O)N([C@@H](C)CO)C[C@H]2C)cc1	-0.1
CCCNC(=O)Nc1ccc2c(c1)OC[C@H](C)N(C(=O)C1CCC1)C[C@@H](C)[C@@H](OC)CN(C)C2=O	-2.0
COCC#Cc1ccc2c(c1)O[C@@H](CN(C)Cc1ccc(F)cc1)[C@H](C)CN([C@H](C)CO)S2(=O)=O	2.7
CCCC(=O)Nc1ccc2c(c1)C(=O)N(C)[C@@H]1CC[C@@H](CC(=O)N3CCCCC3)O[C@@H]1CO2	0.3

(listing goes on)
SMILES	Mtb BioA inh
CO[C@H]1CC[C@@H]2CCOc3c(C#N)cccc3C(=O)N(C)CC3(CCCCC3)CC(=O)N(C)C[C@@H]1O2	0.1
CO[C@H]1CN(C)C(=O)c2cc(NC(C)=O)ccc2OC[C@@H](C)N(C(=O)Cc2ccccn2)C[C@@H]1C	-0.4
C[C@H](CO)N1C[C@H](C)[C@@H](CN(C)Cc2ccc(C(=O)O)cc2)OCCCC[C@H](C)Oc2ccc(NC(=O)c3ccccc3)cc2C1=O	-1.0
C[C@@H]1CN([C@H](C)CO)C(=O)c2cc(-c3cccc(C(=O)N(C)C)c3)cnc2O[C@H]1CN(C)C	-3.6
CO[C@@H]1CN(C)C(=O)c2cc(NC(=O)C3CCOCC3)ccc2OC[C@@H](C)N(Cc2nccs2)C[C@@H]1C	0.8
Cc1noc(C)c1NC(=O)Nc1cccc2c1O[C@@H](CN(C)S(=O)(=O)c1ccc(F)cc1)[C@H](C)CN([C@H](C)CO)C2=O	-1.2
Cc1ccc(S(=O)(=O)N2C[C@H](O)COC[C@@H]3O[C@H](CC(=O)NCc4ccc(Cl)c(Cl)c4)CC[C@H]32)cc1	0.7
O=C(Nc1cccc(F)c1)N1C[C@@H]2[C@H](c3ccccc31)[C@H](CO)N2C(=O)c1cccnc1	2.3
COc1cccc(-c2ccc([C@H]3[C@@H](CO)N4CCCCN(C(=O)c5ccc6c(c5)OCO6)C[C@H]34)cc2)c1	-1.0
C[C@@H]1CCCCO[C@H](CN(C)S(=O)(=O)c2ccccc2)[C@H](C)CN([C@@H](C)CO)C(=O)c2cc(NC(=O)C3CCCCC3)ccc2O1	-2.1
CC(C)CC#Cc1cnc2c(c1)C(=O)N([C@H](C)CO)C[C@H](C)[C@H](CN(C)Cc1ccc(F)cc1)O2	1.1
CN(C)C(=O)C[C@@H]1CC[C@H](NC(=O)C2CCOCC2)[C@H](CO)O1	0.8
N#C[C@@H]1[C@@H](c2ccc(C#Cc3ccccc3F)cc2)[C@H](CO)N1C(=O)C1CC1	-0.1
CCC(=O)Nc1ccc2c(c1)C(=O)N(C)C[C@@H](OC)[C@@H](C)CN(Cc1ccccn1)[C@H](C)CO2	0.2
C[C@H]1CN([C@@H](C)CO)C(=O)c2cc(NC(=O)Nc3ccc4c(c3)OCO4)ccc2O[C@H]1CN(C)S(=O)(=O)c1ccc(F)cc1	-0.2
COc1ccc(S(=O)(=O)Nc2ccc3c(c2)C(=O)N([C@@H](C)CO)C[C@H](C)[C@H](CN(C)Cc2ccc(C(=O)O)cc2)OCCCC[C@@H](C)O3)cc1	-3.3
COCC(=O)N(C)C[C@@H]1Oc2cc(C#CC(C)(C)O)ccc2S(=O)(=O)N([C@H](C)CO)C[C@@H]1C	-2.4
COc1cccc(S(=O)(=O)Nc2ccc3c(c2)C(=O)N(C)C[C@H](OC)[C@H](C)CN(Cc2ccccc2F)[C@@H](C)CO3)c1	-1.8
CO[C@H]1CN(C)C(=O)c2cc(NC(C)=O)ccc2OC[C@@H](C)N(Cc2nccs2)C[C@H]1C	-3.3
O=C(C[C@H]1CC[C@@H]2[C@H](COC[C@H](O)CN2S(=O)(=O)c2ccccc2)O1)Nc1ccc(-c2ccccc2)cc1	-1.1
COc1ccc(NC(=O)N(C)C[C@H]2OCCCC[C@H](C)Oc3ccc(NC(=O)CCC(F)(F)F)cc3C(=O)N([C@@H](C)CO)C[C@@H]2C)cc1	-1.5
C[C@H](O)C#Cc1ccc2c(c1)O[C@@H](CN(C)Cc1ccccn1)[C@@H](C)CN([C@H](C)CO)S2(=O)=O	0.0
C[C@H](CO)N1C[C@H](C)[C@H](CN(C)Cc2ccc(C(F)(F)F)cc2)OCCCC[C@H](C)Oc2ccc(NC(=O)c3ccncc3)cc2C1=O	-0.5
CCCC(=O)Nc1ccc2c(c1)OC[C@H](C)N(Cc1nccs1)C[C@H](C)[C@@H](OC)CN(C)C2=O	4.8
O=C(C[C@@H]1CC[C@H]2[C@@H](COC[C@@H](O)CN2C(=O)Nc2ccc(F)cc2)O1)NCC1CC1	-1.2
Cc1ccccc1S(=O)(=O)N1C[C@H](O)COC[C@H]2O[C@@H](CC(=O)N3CCCCC3)CC[C@@H]21	2.1
C[C@@H]1CN([C@@H](C)CO)S(=O)(=O)c2ccc(C#Cc3ccc(F)cc3)cc2O[C@H]1CN(C)C(=O)CN(C)C	0.6
CN(C)C(=O)c1ccc(-c2ccc([C@H]3[C@H]4CN(S(C)(=O)=O)CCCCN4[C@H]3CO)cc2)cc1	-4.6
Cc1noc(C)c1NC(=O)Nc1ccc2c(c1)C(=O)N([C@H](C)CO)C[C@H](C)[C@H](CN(C)Cc1ccc(-c3ccccc3)cc1)O2	-0.5
COc1ccc(S(=O)(=O)N(C)C[C@@H]2OCCCC[C@@H](C)Oc3ccc(NC(=O)CCC(F)(F)F)cc3C(=O)N([C@H](C)CO)C[C@H]2C)cc1	-1.6

Exported as labelled records: three of the compounds above.
> CN(C)C(=O)C[C@@H]1CC[C@H](NC(=O)C2CCOCC2)[C@H](CO)O1
- Mtb BioA inh: 0.8
> Cc1noc(C)c1NC(=O)Nc1cccc2c1O[C@@H](CN(C)S(=O)(=O)c1ccc(F)cc1)[C@H](C)CN([C@H](C)CO)C2=O
- Mtb BioA inh: -1.2
> C[C@H]1CCCCO[C@@H](CN(C)Cc2ccncc2)[C@@H](C)CN([C@@H](C)CO)C(=O)c2cc(NC(=O)NC3CCCCC3)ccc2O1
- Mtb BioA inh: 1.1

Source: PubChem BioAssay
